Screens (PubChem)
RNase H inhibition: RNase H inhibition, HIV 1 Gag Pol polyprotein, FRET biochemical assay, screening (AID 372); HIV-1 RT RNase H, FRET RNA/DNA substrate fluorescence; higher % means a stronger effect; hit rate 0.77% among 100,000; inhibition, % at 10 µM; hits with a dose series show IC50 in µM; in the data active = inhibition above about 50%
The depositor's hits bear a star. Only part of the results is shown; the hit share may differ from the screen's.

smiles	RNase H inhibition
Cc1ccccc1OCC(=O)NC1C2CC3CC(C2)CC1C3 (stereo not given)	12%
COc1ccc(CN2CCN(Cc3cc(OC)c(OC)c(OC)c3)CC2)cc1Br	9%
C=CCSc1nc2c(c(=O)n1C1CCOC(C)(C)C1)C1(CCCC1)Cc1ccccc1-2 (stereo not given)	18%
CCc1c(C)c(C#N)c2nc3ccccc3n2c1N1CCCCC1	6%
Cc1ccccc1C1=N/C(=C\c2ccccc2F)C(=O)O1	10%
COc1ccccc1N1CCN(/N=C/c2ccc(C(=O)O)cc2)CC1	3%
Cc1ccc(/C=C2\SC(=S)N(CCC(=O)Nc3cccc(C)c3)C2=O)cc1	46%
Cc1ccc(C2=NN(C(=N)SC3CC(=O)N(c4cc(Cl)cc(Cl)c4)C3=O)C(c3ccc(Cl)cc3)C2)cc1 (stereo not given)	0%
O=C1OC(c2cccs2)=N/C1=C\c1cccc(Cl)c1Cl	12%
COc1ccc(OC)c(C2C(C#N)=C(N)Oc3cc(N)ccc32)c1 (stereo not given)	13%
CCc1ccc(S(=O)(=O)N2CCN(C)CC2)cc1	0%
O=C1CSC(=S)N1N1C(=O)c2ccccc2C1=O	7%
Cc1ccc(N2C(=O)CC(N3CCN(Cc4ccccc4)CC3)C2=O)cc1 (stereo not given)	7%
O=C(Nc1ccccc1)c1cc2ccccc2c(C=Nc2ccc([N+](=O)[O-])cc2O)c1O	15%
Cc1cc(C(=O)Nc2cccnc2)ccc1[N+](=O)[O-]	3%
COc1cc(NC(=O)c2cc(OC)c(OC)c(OC)c2)c2ncccc2c1	0%
O=C(c1ccc(-c2ccccc2)cc1)N1CCN(C/C=C/c2ccccc2)CC1	4%
C=CCN1C(=O)C(Cc2ccc(F)cc2)S/C1=N\N=C\c1ccco1 (stereo not given)	3%
O=C(O)C1(P(=O)(c2ccccc2)c2ccccc2)CCC1	9%
O=C(CCCN1C(=O)c2ccccc2C1=O)Nc1ccc(-c2ccccc2)cc1	18%
Cc1cc(Nc2ccccc2)nn1C(=O)c1ccc(Cl)cc1	6%
COc1ccc2ccc(OC)c(/C=C3\C(=O)NC(=S)N(c4cccc(Cl)c4Cl)C3=O)c2c1	5%
CCOc1ccc2c(c1)C(C)=CC(C)(C)N2C(=O)Nc1ccccc1	11%
O=C(NNC(=O)c1ccc(Cl)c(Cl)c1)c1cccc(Cl)c1	10%
COc1cc(OC)c(/C=C2/C(=O)NC(=O)N(c3ccc(C)cc3)C2=O)c(OC)c1	8%
COc1cccc(OCCn2cc(/C=C3/SC(=S)NC3=O)c3ccccc32)c1	31%
C(=NN1CCN(C2c3ccccc3-c3ccccc32)CC1)c1cccs1	15%
CN(C)c1ccc(/C=C2/C(=O)N(c3nc(-c4ccccc4)cs3)N=C2c2ccccc2)cc1	6%
CCc1ccc(-c2nn(-c3ccccc3)cc2/C=C2/SC(=S)N(CC)C2=O)cc1	6%
N#C/C(=C/Nc1ccccc1F)c1nc(-c2ccc3c(c2)OCO3)cs1	12%

As entered above.
Result of O=C1CSC(=S)N1N1C(=O)c2ccccc2C1=O under RNase H inhibition: 7%
Result of C=CCSc1nc2c(c(=O)n1C1CCOC(C)(C)C1)C1(CCCC1)Cc1ccccc1-2 (stereo not given) under RNase H inhibition: 18%
Result of O=C(NNC(=O)c1ccc(Cl)c(Cl)c1)c1cccc(Cl)c1 under RNase H inhibition: 10%
Result of COc1cccc(OCCn2cc(/C=C3/SC(=S)NC3=O)c3ccccc32)c1 under RNase H inhibition: 31%
Result of Cc1ccccc1OCC(=O)NC1C2CC3CC(C2)CC1C3 (stereo not given) under RNase H inhibition: 12%
Result of COc1ccc2ccc(OC)c(/C=C3\C(=O)NC(=S)N(c4cccc(Cl)c4Cl)C3=O)c2c1 under RNase H inhibition: 5%
Result of O=C(c1ccc(-c2ccccc2)cc1)N1CCN(C/C=C/c2ccccc2)CC1 under RNase H inhibition: 4%

Going on with the list:
smiles	RNase H inhibition
CCOC(=O)C1=C(C)N=c2s/c(=C\c3ccc(OCc4ccc(Cl)cc4)c(OC)c3)c(=O)n2C1c1ccc2c(c1)OCO2 (stereo not given)	0%
COc1ccc(NC2=CC(=O)CC(c3ccccc3)C2)cc1 (stereo not given)	4%
Cc1ccc(OCC(=O)Nc2ccccc2C(N)=O)c(Br)c1	5%
Cc1cc(C)c2nc(NC(=O)Cc3ccccc3)sc2c1	15%
CCOc1ccc(NC(=O)C2CC3CCC2C3)cc1 (stereo not given)	4%
COC(=O)c1ccccc1NC(=O)CN(c1ccc(OC)cc1OC)S(=O)(=O)c1ccc(C)cc1	20%
c1ccc(C2=NN(c3nc(-c4ccc(-c5ccccc5)cc4)cs3)C(c3ccccc3)C2)cc1 (stereo not given)	7%
CCN(CC)c1ccc(C=Nc2ccc(OC)cc2)c(O)c1	8%
Cc1ccc(C(=O)Oc2ccccc2C=C2C(=O)NC(=O)NC2=O)cc1	16%
Cc1ccc(C(=O)Nc2ccc(C)c(Cl)c2)c(Cl)c1	15%
CCCCCC1CCC(c2cc(Br)c(C(=O)Oc3ccccc3Cl)c(Br)c2)CC1 (stereo not given)	0%
Cc1cc(C)cc(OCc2nc(-c3cccc([N+](=O)[O-])c3)no2)c1	4%
CCOC(=O)C1=C(O)/C(=C/c2cc(C)n(-c3ccc(C)c(C)c3)c2C)N=C1C	12%
CC(C)(C)C(=O)c1no[n+]([O-])c1C(=O)C(C)(C)C	10%
CC(C)(C)c1cc(-c2ccccc2)n[nH]1	0%
Cc1ccc(C(=O)NCCCN2CCOCC2)c2ccccc12	2%
O=C(Nc1cc(Cl)cc(Cl)c1)c1ccc2ccccc2c1	8%
C=CCc1ccc(OCCCOc2ccc(Cl)cc2)c(OC)c1	7%
COC(=O)c1ccccc1NC(=O)c1ccncc1	5%
Cc1nc2c(C)c(-c3ccccc3)[nH]n2c(=O)c1C	11%
Cc1ccccc1NC(=O)C1CC(=O)N(c2ccc(Br)cc2)C1 (stereo not given)	1%
Cc1ccsc1/C=C(/C#N)c1nc(-c2cc3ccccc3oc2=O)cs1	11%
CC(C)c1ccc(NC(=O)Nc2cccc3ccccc23)cc1	12%
Cc1ccc(C(=O)N=Nc2c(O)[nH]c3c(Br)cc(Br)cc23)cc1	8%
COc1cccc2cc(C(=O)Nc3cccc([N+](=O)[O-])c3)c(=O)oc12	7%
O=C(O)c1ccccc1N=Nc1cc(-c2ccccc2)sc1O	16%
CCOc1cc(/C=N/n2cnnc2)ccc1OS(=O)(=O)c1ccccc1	15%
COc1ccc(NC(=O)C2CC(O)CN2C(=O)OCc2ccccc2)cc1 (stereo not given)	0%
COc1cc(C2C(C(=O)OC3CCCC3)=C(C)NC3=C2C(=O)CC(c2ccc(Cl)cc2)C3)ccc1OC(C)=O (stereo not given)	22%
O=C(Nc1ccc(-c2nc3cc(Cl)cc(Cl)c3o2)cc1)c1cccc([N+](=O)[O-])c1	6%

Already shown: five of the compounds above.
smiles	RNase H inhibition
Cc1ccc(C(=O)Oc2ccccc2C=C2C(=O)NC(=O)NC2=O)cc1	16%
Cc1ccc(C(=O)Nc2ccc(C)c(Cl)c2)c(Cl)c1	15%
CCCCCC1CCC(c2cc(Br)c(C(=O)Oc3ccccc3Cl)c(Br)c2)CC1 (stereo not given)	0%
Cc1cc(C)cc(OCc2nc(-c3cccc([N+](=O)[O-])c3)no2)c1	4%
CCOC(=O)C1=C(O)/C(=C/c2cc(C)n(-c3ccc(C)c(C)c3)c2C)N=C1C	12%

Following part:
smiles	RNase H inhibition
COc1ccc(Cc2nnc(NC(=O)c3ccc(F)cc3)s2)cc1OC	0%
CCOc1ccc(NC(=O)C2CC2(c2cccc(OC)c2)c2cccc(OC)c2)cc1 (stereo not given)	16%
COc1ccc(CN2CCN(C3CCN(Cc4ccccc4)CC3)CC2)cc1OCc1ccccc1	13%
CCCC(=O)Nc1ccc2oc(-c3ccc(Cl)cc3Cl)nc2c1	12%
COc1cccc(C2NC(=S)NC(C)=C2C(=O)Nc2cccc(C)c2)c1OC (stereo not given)	6%
CCCCCOc1ccc(C=Nc2ccc(Nc3ccccc3)cc2)cc1OC	3%
O=C1C(=O)c2ccccc2/C1=C\c1cccc2ccccc12	25%
O=[N+]([O-])c1ccc(CNc2ccc(Cl)cc2)s1	13%
COc1cc(OC)c([N+](=O)[O-])cc1C=O	6%
O=C(Cc1ccc(Cl)cc1)Nc1ccc2oc(-c3ccccc3Cl)nc2c1	54%*
Cc1cc(C)c(NC(=O)C2C3CCC4C(CCC32)C4(Cl)Cl)c(C)c1 (stereo not given)	5%
CC(C)C(NC(=O)/C(=C\c1ccc2c(c1)OCO2)NC(=O)c1ccccc1)C(=O)O (stereo not given)	7%
Cc1ccsc1/C=C(\C#N)C(=O)NCC1CCCO1 (stereo not given)	11%
COc1ccc(-c2nc(-c3ccc(Oc4ccccc4)cc3)c(-c3ccc(Oc4ccccc4)cc3)[nH]2)cc1	15%
COC(=O)C(NC(=O)c1ccc(C)cc1)C12CC3CC(CC(C3)C1)C2 (stereo not given)	11%
COC(=O)c1ccc(/C=N/NC(=O)/C(=C/c2ccc(N(C)C)cc2)NC(=O)c2ccccc2)cc1	23%
Cc1ccc(N2C(=N)S/C(=C\c3cc4c(cc3Cl)OCO4)C2=O)cc1C	39%
COc1cccc(OCCCCOc2ccccc2OC)c1	16%
O=C(Nc1cccc(C(=O)Nc2ccccc2Cl)c1)c1cccnc1	9%
O=C(N/N=C/c1ccncc1)C(=O)N1CCCC1	4%
CCOc1ccc(NC(=O)CC2S/C(=N\N=C(/C)c3ccco3)NC2=O)cc1 (stereo not given)	7%
Cc1ccc2oc(-c3cccc(NC(=O)c4cc(Cl)ccc4Cl)c3C)nc2c1	47%
CCN(CC)CCCOC(=O)c1ccc(O)c(OC)c1	2%
CCN(Cc1ccccc1)C(=O)c1ccc(C)cc1	15%
COC(=O)c1ccc(NC(=S)NC(=O)c2ccc(F)cc2)cc1	3%
CCOc1ccccc1NC(=O)CN(c1ccc(OC)cc1)S(=O)(=O)c1ccc(C)cc1	8%
CCOC(=O)C1(C)C=C(Nc2ccc(O)c(C(=O)O)c2)C(=O)N1c1ccccc1 (stereo not given)	0%
O=C(N/N=C/c1cccs1)C(=O)NC1CCCCC1	3%
O=C(Cc1ccccc1)NC(=S)Nc1cc([N+](=O)[O-])ccc1F	18%
O=C(COC(=O)c1ccco1)c1ccc(Cl)cc1	0%
O=C(Nc1ncn[nH]1)c1ccc([N+](=O)[O-])cc1Cl	1%
O=C(O)c1c(Cl)c(Cl)c(Cl)c(Cl)c1C(=O)N1CCCC1	0%
CC(=O)Nc1ccc(C(=O)N2CCC(Cc3ccccc3)CC2)cc1	10%
Cc1ccc(CSc2nc3ccccc3[nH]2)c(C)c1	9%
CCOc1ccc(N(CC(=O)Nc2cccc(C(C)=O)c2)S(=O)(=O)c2ccc(Br)cc2)cc1	13%
CCOC(=O)c1c(C)[nH]c(N=Nc2cccc(OC)c2)c1C	21%
Clc1ccc(/C=C/C=Nc2ccc3oc(-c4ccccc4Cl)nc3c2)cc1	16%
Clc1cccc(CN2CCN(Cc3ccccn3)CC2)c1	0%
CCOc1ccc(S(=O)(=O)N(CC(=O)NN=C2CCN(C)CC2)c2ccc(C)cc2)cc1	6%
CCCCc1c(C)c2cccc(C)c2[nH]c1=O	0%
CCSc1nc2ccccc2n1Cc1ccc(OC)c([N+](=O)[O-])c1	6%
O=C(NNC(=O)c1ccc([N+](=O)[O-])cc1)Nc1ccccc1	14%
COC(=O)c1ccc(/C=N\NC(=O)c2ccc([N+](=O)[O-])cc2)cc1	0%
COc1cc(C=O)cc2c1OC1(C=C2)N(C)c2ccccc2C1(C)C (stereo not given)	30%
O=C(Nc1nnc(-c2ccc3c(c2)OCO3)s1)c1sc2ccccc2c1Cl	5%
C=CCN1C(=O)/C(=C\c2ccc(OS(=O)(=O)c3ccccc3[N+](=O)[O-])cc2)SC1=S	18%
CCN(CC)CCOc1c(C)cc(Cl)cc1C	11%
O=[N+]([O-])c1ccc(Cl)c(C=Nc2cc(Cl)cc(Cl)c2)c1	24%
Fc1ccc(-c2cc(-c3ccccc3)nc(-n3cccn3)n2)cc1	10%
Cc1cccc(C2OC3(C(=O)c4ccccc4C3=O)C3C(=O)N(c4ccc(C)c(Cl)c4)C(=O)C23)c1 (stereo not given)	19%
CCC(=O)c1ccc(N2CCCCC2)c(F)c1	1%
Cc1[nH]n(-c2ccccc2)c(=S)c1C=NC1CCCCC1	12%
COc1cc(/C=C(\C#N)C(=O)Nc2ccc(F)cc2)ccc1O	9%
CC1CCCCN1S(=O)(=O)c1ccc(F)cc1 (stereo not given)	0%
COc1ccc(CNS(=O)(=O)c2ccc([N+](=O)[O-])cc2)cc1	0%
N#CC(C#N)=NNc1ccccc1C(F)(F)F	8%
CCOc1nc(OCC)nc(N2CCN(c3ccc(OC)cc3)CC2)n1	24%
Cc1cccc(N=C2NC(=O)/C(=C\c3ccc(Cl)cc3)S2)c1C	22%
Cc1cc(C)cc(N2C(=O)NC(=O)/C(=C\c3cn(C)c4ccccc34)C2=O)c1	26%
Cc1cc(OCC(=O)NCc2ccccn2)ccc1Br	8%

Carrying on.
smiles	RNase H inhibition
CCN(CC)CCC(=O)c1ccc2c(c1)OCO2	3%
O=C1C(Nc2ccc(F)cc2)=CC(c2ccc([N+](=O)[O-])cc2)N1c1ccc(F)cc1 (stereo not given)	44%
Cc1ccc(C(=O)NC(=S)Nc2ccc(N(C)C)cc2)cc1	25%
COc1cc(OC)c(OC)cc1CN1CCN(Cc2ccccc2C)CC1	12%
CCOc1ccc2sc(NC(=O)CCCC(=O)OCC(F)(F)C(F)F)nc2c1	12%
O=C(O)c1cccc(NC(=O)c2cccc(NC(=O)c3cccc(Cl)c3)c2)c1	4%
COc1cc(NC(=O)c2ccc(OC)c(OC)c2)ccc1NC(=O)c1ccco1	10%
C=CCNC(=O)c1c(NC(=O)c2ccccc2)sc2c1CCCC2	18%
Cc1ccc2cc(C3=C/C(=C\c4c(Cl)cccc4Cl)C(=O)O3)ccc2c1	6%
COc1ccc(-c2nc3ccccc3o2)cc1NC(=O)c1cc2ccccc2cc1OC	27%
O=C1C(=O)N(c2ccccn2)C(c2cccc(Br)c2)/C1=C(\O)c1ccc(Cl)cc1 (stereo not given)	3%
